Screening results as filed in PubChem.
S1P4 antagonist – blocks the human S1P4 receptor | O95977 | S1P4-expressing cells, antagonist mode, reporter read-out | inhibition, % at 4.98 µM | hit rate 0.26% among 220,000; in the data active means inhibition above about 29%;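 further: 0% = wells stimulated with agonist and 100% = vehicle wells without agonist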
S1P4 agonist – activates the human S1P4 receptor; O95977; S1P4-expressing cell line, agonist reporter assay; activation, % at 4.98 µM; hit rate 0.35% among 220,000; in the data active means activation above about 11%;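 further: 0% = DMSO vehicle and 100% = reference agonist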
NPY-Y1 PAM-ag – potentiators or agonists of human neuropeptide Y receptor Y1; hit rate 0.37% among 220,000; NPY-Y1 expressing cells, potentiator/agonist activation; activation, % at 3.6 µM; AID 1304; P25929; in the data active means activation above about 33%, passing the limit was not always enough;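 further: cells stimulated with NPY at EC10 then isoproterenol at EC100; 0% = low agonist plus stimulus and 100% = saturating agonist plus stimulus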
p97 inhibitor – human p97 ATPase inhibition | recombinant p97 ATPase, Kinase-Glo ATP luminescence, 3 h | hit rate 0.42% among 220,000 | inhibition, % at 8 µM; in the data active means inhibition above about 15%;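 further: 0% = DMSO vehicle and 100% = wells lacking enzyme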
NPY-Y1 antag – NPY-Y1 (human) receptor antagonism; HEK293-CNG Y1 cells, membrane potential fluorescence; NPY at EC95, then isoproterenol; inhibition, % at 3.6 µM; hit rate 1% among 200,000; AID 1040;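 active means inhibition above the campaign mean inhibition of all tested compounds plus 3 SD, cut at about 20% in these data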;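 further: 0% = DMSO wells given NPY plus isoproterenol and 100% = isoproterenol alone without NPY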
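Test system – HEK293 Y1/CNG channel cell line · Also added – NPY agonist 25 nM, then isoproterenol 1 µM plus Ro 20-1724 25 µM · Compound dosing – one concentration, 3.6 µM, in 0.4% DMSO · Schedule – compound incubation 1 h at room temperature, readout 45 min post-stimulation · Technique – fluorescence, membrane potential probe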
EP2 antag – inhibitors of human EP2 prostaglandin E2 receptor. P43116. C6 glioma cells expressing human EP2, cAMP TR-FRET; cells stimulated with saturating PGE2. inhibition, % at 25 µM. hit rate 0.52% among 260,000;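 active means percent inhibition above 40 after rounding to a whole number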;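 further: rat C6 glioma host cells with rolipram phosphodiesterase inhibitor present; the protocol text gives 20 µM as final concentration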
eIF4E 4G PPI – eIF4E/eIF4G interaction inhibition in translation initiation; TR-FRET eIF4E-eIF4GI(517-606) binding, 2 h; inhibition, % at 21.7 µM; P63073+Q04637; AID 782; hit rate 0.37% among 220,000;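 active means inhibition above about 30%, limit read from the data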;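 further: 0% = full FRET control wells and 100% = background wells lacking eIF4GI fragment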
Target sequence (P63073 whole entry, looked up, the tested form may be a part): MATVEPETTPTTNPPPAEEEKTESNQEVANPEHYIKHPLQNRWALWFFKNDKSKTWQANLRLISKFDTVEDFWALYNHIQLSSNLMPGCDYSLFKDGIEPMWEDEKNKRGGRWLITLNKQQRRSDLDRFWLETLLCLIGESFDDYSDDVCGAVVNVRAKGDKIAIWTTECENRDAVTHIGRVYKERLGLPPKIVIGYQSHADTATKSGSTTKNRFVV
Target sequence (Q04637 whole entry, looked up, the tested form may be a part): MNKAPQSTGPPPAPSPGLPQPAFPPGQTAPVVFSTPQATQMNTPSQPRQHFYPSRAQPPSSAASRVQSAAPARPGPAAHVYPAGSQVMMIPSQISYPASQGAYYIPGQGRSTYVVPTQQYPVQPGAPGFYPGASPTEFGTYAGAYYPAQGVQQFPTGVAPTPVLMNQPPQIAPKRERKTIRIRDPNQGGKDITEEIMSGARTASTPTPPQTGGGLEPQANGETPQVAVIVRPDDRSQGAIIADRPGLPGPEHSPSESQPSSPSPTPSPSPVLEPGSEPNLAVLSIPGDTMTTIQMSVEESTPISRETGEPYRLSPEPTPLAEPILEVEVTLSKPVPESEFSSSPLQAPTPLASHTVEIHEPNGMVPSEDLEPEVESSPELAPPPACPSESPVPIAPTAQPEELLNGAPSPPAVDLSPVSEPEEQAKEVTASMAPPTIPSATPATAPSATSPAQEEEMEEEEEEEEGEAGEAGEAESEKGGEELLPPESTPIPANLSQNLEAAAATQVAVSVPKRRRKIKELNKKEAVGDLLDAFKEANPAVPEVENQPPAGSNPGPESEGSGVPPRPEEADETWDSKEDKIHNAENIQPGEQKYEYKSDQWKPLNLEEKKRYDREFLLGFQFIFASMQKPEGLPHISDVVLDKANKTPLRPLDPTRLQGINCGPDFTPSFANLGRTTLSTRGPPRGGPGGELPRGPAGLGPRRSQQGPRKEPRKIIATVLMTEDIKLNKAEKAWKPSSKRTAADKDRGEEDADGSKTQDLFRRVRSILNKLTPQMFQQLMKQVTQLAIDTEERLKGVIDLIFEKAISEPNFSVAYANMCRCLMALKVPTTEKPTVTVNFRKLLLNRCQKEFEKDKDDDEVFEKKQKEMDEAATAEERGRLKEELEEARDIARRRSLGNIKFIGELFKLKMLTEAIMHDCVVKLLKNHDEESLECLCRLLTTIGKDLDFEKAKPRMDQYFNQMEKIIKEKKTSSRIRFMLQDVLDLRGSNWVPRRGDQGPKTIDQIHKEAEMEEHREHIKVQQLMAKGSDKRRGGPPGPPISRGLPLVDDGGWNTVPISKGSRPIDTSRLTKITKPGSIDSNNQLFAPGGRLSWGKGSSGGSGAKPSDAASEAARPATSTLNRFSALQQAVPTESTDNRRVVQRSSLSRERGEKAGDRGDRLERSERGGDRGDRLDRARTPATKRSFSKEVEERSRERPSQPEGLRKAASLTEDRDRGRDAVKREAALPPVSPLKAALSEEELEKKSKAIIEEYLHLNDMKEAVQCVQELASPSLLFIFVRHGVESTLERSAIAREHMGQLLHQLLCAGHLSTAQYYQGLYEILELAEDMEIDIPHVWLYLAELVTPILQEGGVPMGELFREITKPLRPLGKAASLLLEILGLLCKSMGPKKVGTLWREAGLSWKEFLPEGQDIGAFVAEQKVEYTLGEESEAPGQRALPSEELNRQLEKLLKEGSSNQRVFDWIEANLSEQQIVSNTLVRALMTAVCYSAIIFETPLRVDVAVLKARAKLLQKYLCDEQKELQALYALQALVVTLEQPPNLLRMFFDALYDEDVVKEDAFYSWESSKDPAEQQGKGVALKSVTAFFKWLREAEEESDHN
EP2 modulator – modulators of human EP2 prostaglandin E2 receptor; P43116; EP2-expressing cells, cAMP HTRF FRET, PGE2 co-stimulation; induction, % at 25 µM; hit rate 0.83% among 260,000;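 active means compounds whose cAMP rise, as percent of the full-agonist control response, exceeds 60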;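 further: rat C6 glioma line stably carrying human EP2 under a CMV promoter; the protocol text gives 20 µM as final concentration; 100% = response of wells given 1 µM PGE2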
NPY-Y2 PAM-ag – potentiators or agonists of human neuropeptide Y receptor Y2; P49146; cells expressing NPY-Y2, potentiator/agonist read-out; activation, % at 3.6 µM; hit rate 0.45% among 220,000; AID 1359; in the data active means activation above about 27%;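 further: cells stimulated with NPY near EC25 plus isoproterenol at EC100; 0% = vehicle plus submaximal agonist and 100% = vehicle plus saturating agonist; some results beyond the cut were filed as inactive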
* = called active by the depositor; / = no result given; [ ] = remark or other dose. A portion of the library. The share of hits here may be higher or lower than overall.

SMILES	S1P4 antagonist	S1P4 agonist	NPY-Y1 PAM-ag	p97 inhibitor	NPY-Y1 antag	EP2 antag	eIF4E 4G PPI	EP2 modulator	NPY-Y2 PAM-ag
CCOc1ccc(-n2c(C)cc(/C=N/N(C)C)c2C)cc1	-30	0.3	-4	2	0	12	5	9	7
Cc1cccc(-c2cc(N)n(-c3ccccc3)n2)c1	5	-2.5	9	-2	-6	13	0	-34	6
COc1ccccc1N1CCN(Cc2cc(Br)c(O)c3ncccc23)CC1	9	-0.9	-5	-1	1	10	1[fluorescence artefact?]	-4	-4
COc1ccc(OCc2n[nH]c(=S)n2Cc2ccco2)cc1	-9	-0.9	-10	0	0	8	-1	14	-10
COCCCn1c(SCc2cccc(OC)c2)nc2cc(OC)c(OC)cc2c1=N	-6	-1.9	-18	-1	6	8	-4	-4	-10
CCSc1nnc(NC(=O)C2C3CCC(C3)C2C(=O)O)s1 (stereo unspecified)	-1	0.3	3	1	9	8	-4	9	6
Cc1cccc(NC(=S)NCC(c2cccnc2)N(C)C)c1C (stereo unspecified)	-8	-0.7	-3	3	3	8	2[fluorescence artefact?]	4	11
Cc1[nH]c2ccccc2c1CN1CCc2ccccc2C1	-14	3.0	7	5	9	7	-1	-8	-4
Cc1cc(Br)ccc1OCCCCN1CCCCC1	-12	-1.6	1	5	11	8	-2	-39	-6
c1ccc2c(-c3nnc4n3CCCCC4)c[nH]c2c1	4	-0.9	30	8	2	8	1[fluorescence artefact?]	-21	20
CN1CCN(CC(=O)N2CCn3c4c(c5cc(C6CCCCC6)ccc53)CCCC42)CC1 (stereo unspecified)	-33	-0.8	2	2	-9	91*	-6[fluorescence artefact?]	-34	23
CCOC(=O)Cn1c(=O)cc(C)c2ccccc21	-18	1.3	11	3	-4	3	2	15	15
O=C(COC(=O)CCS(=O)(=O)c1ccc(Cl)cc1)Nc1ncc(Cl)cc1Cl	3	-1.1	-2	-1	7	16	-5	3	0
O=C(O)c1cccnc1Sc1ccccc1Cl	-15	1.4	29	11	/	11	1	-1	12
CC(C)(C)c1ccc(OCC(=O)NNC(=O)C2CCCO2)cc1 (stereo unspecified)	8	-0.6	5	-3	-6	7	-2	3	-3
CCCCn1c(SCC(=O)Nc2cc(C)on2)nc2ccccc2c1=O	-6	-0.7	-6	4	8	8	4[fluorescence artefact?]	56	6
CS(=O)(=O)c1ccc(Cl)c(NC(=O)CCl)c1	-12	1.9	24	2	0	6	3	17	0
COc1ccc2c(c1)CCc1c(C(=O)N3CCOCC3)noc1-2	9	-0.1	-25	-1	-3	12	7	-15	-12
Cc1cccc(NC(=S)NC2CCCCCC2)c1C	-2	0.9	4	0	6	8	19	2	2
CCOC(=O)c1sc2nc(C)cc(C)c2c1NC(=O)c1ccco1	9	-0.5	-2	-6	2	16	3	43	2
Cn1c(N=Nc2ccccc2)nc2ccccc21	-10	-0.5	16	-50	5	3	4	-15	15
O=C(Cn1cnc2cc([N+](=O)[O-])ccc2c1=O)Nc1ccccc1Cl	-6	-0.2	5	10	/	15	-1	-15	1
CCCCN(CC(=O)NCc1ccc(Cl)cc1)S(=O)(=O)c1ccc2c(c1)OCCO2	12	1.8	-4	-1	2	15	-4	33	-11
Cc1csc(SCC(=O)Nc2cc(S(=O)(=O)N3CCOCC3)ccc2N2CCOCC2)n1	-4	0.9	23	4	/	3	-7	-11	-5
O=C1Nc2ncccc2OC1CCO (stereo unspecified)	4	-2.6	12	3	-6	29	-3	19	-1
COc1ccc(NC(=O)CSc2nnc(NC(=O)c3ccco3)s2)cc1	3	1.9	0	5	1	6	1	14	3
Cc1nnc(N/N=C/c2cc(C)n(-c3ccc(F)cc3)c2C)n1N	3	3.5	-7	8	-2	5	4[fluorescence artefact?]	5	1
CN(C(=O)COC(=O)C1c2ccccc2Oc2ccccc21)C1CCS(=O)(=O)C1 (stereo unspecified)	-8	-0.5	13	7	0	16	6	-15	1
CC1(C)CC(=O)C2=C(C1)N(Cc1ccco1)C(=O)C2(O)C(F)(F)F (stereo unspecified)	-11	0.4	-6	-3	2	12	-5	19	-18
O=C(CC1S/C(=N/N=C/c2c[nH]c3ccccc23)NC1=O)Nc1ccccc1 (stereo unspecified)	-15	-0.9	2	5	-5	10	3	-54	14
CCCc1oc(C(=O)O)cc1CN1CCOCC1	-23	0.6	-18	4	1	6	-15[fluorescence artefact?]	16	19
NC(=NCCc1c[nH]c2ccccc12)NC(=O)c1ccc(Cl)cc1	-5	0.4	27	1	-1	28	7	-39	28*
Cc1ccc(S(=O)(=O)N2CCCCC2)cc1NC(=O)Cn1ccc(C(F)(F)F)n1	10	2.4	11	4	-7	8	-2	-19	1
Cc1ccccc1NC(=O)CN1C(=O)N/C(=C\c2ccc(N3CCOCC3)c(F)c2)C1=O	-12	1.0	21	7	-2	7	1	-2	5
COc1cc(C(C(=O)NC(C)(C)C)N(Cc2ccccc2)C(=O)c2cnccn2)cc(OC)c1OC (stereo unspecified)	-9	2.5	-9	-7	3	8	2	9	-21
COc1cc(C(=O)NCc2ccccn2)ccc1OCc1c(C)noc1C	0	0.6	7	-1	-5	/	3	-43	-7
COc1ccccc1NC(=S)N(CCCN1CCOCC1)Cc1ccccn1	-8	-1.3	-4	2	-2	10	0[fluorescence artefact?]	14	17
CCc1ccc(NC(=S)NC2CCN(Cc3ccccc3)CC2)cc1	-7	1.1	-1	0	2	1	24	-32	-1
O=C(COC(=O)c1ccc(S(=O)(=O)NCc2ccco2)cc1)NCCC1=CCCCC1	-4	-2.7	-4	1	4	12	4	6	9
COCCn1c(SCC#N)nnc1-c1ccccc1O	-8	-0.8	4	-5	6	4	-1	18	9
Brc1cccc(OCCOCCn2ccnc2)c1	4	3.1	-17	3	2	10	-3[fluorescence artefact?]	-16	-1
C#CC1(NC(=O)NC(=O)c2c(F)cccc2F)CCCCC1	-6	-0.6	0	4	/	11	-4	-1	8
CC(C)(C)NC(=O)C1Cc2ccccc2CN1 (stereo unspecified)	-23	-0.6	-2	-3	1	9	2	0	-5
COc1ccccc1C(=O)Nc1c2c(nn1-c1cccc(C)c1C)CS(=O)C2 (stereo unspecified)	-1	0.7	-9	0	3	/	-2	4	0
c1ccc(Cc2noc(CN3CCC(CN4CCOCC4)CC3)n2)cc1	3	-0.5	10	5	-5	5	1	-31	14

Shown with two lines to a compound: entries from further up.
Fields: S1P4 antagonist	S1P4 agonist	NPY-Y1 PAM-ag	p97 inhibitor	NPY-Y1 antag	EP2 antag	eIF4E 4G PPI	EP2 modulator	NPY-Y2 PAM-ag
> O=C(CC1S/C(=N/N=C/c2c[nH]c3ccccc23)NC1=O)Nc1ccccc1 (stereo unspecified)
→ -15	-0.9	2	5	-5	10	3	-54	14
> CCCc1oc(C(=O)O)cc1CN1CCOCC1
→ -23	0.6	-18	4	1	6	-15[fluorescence artefact?]	16	19
> NC(=NCCc1c[nH]c2ccccc12)NC(=O)c1ccc(Cl)cc1
→ -5	0.4	27	1	-1	28	7	-39	28*
> Cc1ccc(S(=O)(=O)N2CCCCC2)cc1NC(=O)Cn1ccc(C(F)(F)F)n1
→ 10	2.4	11	4	-7	8	-2	-19	1
> Cc1ccccc1NC(=O)CN1C(=O)N/C(=C\c2ccc(N3CCOCC3)c(F)c2)C1=O
→ -12	1.0	21	7	-2	7	1	-2	5
> COc1cc(C(C(=O)NC(C)(C)C)N(Cc2ccccc2)C(=O)c2cnccn2)cc(OC)c1OC (stereo unspecified)
→ -9	2.5	-9	-7	3	8	2	9	-21
> COc1cc(C(=O)NCc2ccccn2)ccc1OCc1c(C)noc1C
→ 0	0.6	7	-1	-5	/	3	-43	-7
> COc1ccccc1NC(=S)N(CCCN1CCOCC1)Cc1ccccn1
→ -8	-1.3	-4	2	-2	10	0[fluorescence artefact?]	14	17
> CCc1ccc(NC(=S)NC2CCN(Cc3ccccc3)CC2)cc1
→ -7	1.1	-1	0	2	1	24	-32	-1
> O=C(COC(=O)c1ccc(S(=O)(=O)NCc2ccco2)cc1)NCCC1=CCCCC1
→ -4	-2.7	-4	1	4	12	4	6	9
> COCCn1c(SCC#N)nnc1-c1ccccc1O
→ -8	-0.8	4	-5	6	4	-1	18	9
> Brc1cccc(OCCOCCn2ccnc2)c1
→ 4	3.1	-17	3	2	10	-3[fluorescence artefact?]	-16	-1
> C#CC1(NC(=O)NC(=O)c2c(F)cccc2F)CCCCC1
→ -6	-0.6	0	4	/	11	-4	-1	8
> CC(C)(C)NC(=O)C1Cc2ccccc2CN1 (stereo unspecified)
→ -23	-0.6	-2	-3	1	9	2	0	-5
> COc1ccccc1C(=O)Nc1c2c(nn1-c1cccc(C)c1C)CS(=O)C2 (stereo unspecified)
→ -1	0.7	-9	0	3	/	-2	4	0
> c1ccc(Cc2noc(CN3CCC(CN4CCOCC4)CC3)n2)cc1
→ 3	-0.5	10	5	-5	5	1	-31	14

The listing continues.
SMILES	S1P4 antagonist	S1P4 agonist	NPY-Y1 PAM-ag	p97 inhibitor	NPY-Y1 antag	EP2 antag	eIF4E 4G PPI	EP2 modulator	NPY-Y2 PAM-ag
COC(=O)c1ccc2c(=O)n(CCCCCC(=O)N3CCN(c4ccccc4)CC3)c(=O)[nH]c2c1	-12	-0.7	3	0	4	20	4	-8	21
Cc1ccc(-n2ncc3c(N4CCN(c5ccc(F)cc5)CC4)ncnc32)c(C)c1	-10	0.5	8	-2	3	18	-7	11	-1
O=C(NCc1ccccc1)NC1(C(=O)N2CCN(c3ncccn3)CC2)CCCCC1	9	-1.4	1	0	0	7	-8[fluorescence artefact?]	24	11
O=C1CC(c2ccccc2)CC(=O)C1=CN1CCCC1 (stereo unspecified)	-8	-0.5	-5	-6	/	6	-6	16	-15
COC(=O)CSc1nnc(-c2cccs2)n1-c1ccc(Cl)cc1	-26	-0.9	-19	-2	-2	8	-8	28	7
OCCN1CCN(c2cc(C(F)(F)F)nc3ccccc23)CC1	3	-0.5	-2	0	/	6	-12	-13	2
CC(NC(=S)NNS(=O)(=O)c1ccc(C(C)(C)C)cc1)c1ccccc1 (stereo unspecified)	-3	3.1	12	-1	/	9	97*	20	1
COc1ccc(CC(=O)N2CC3(C)CC2CC(C)(C)C3)cc1OC (stereo unspecified)	-18	0.2	5	-10	5	7	1	-4	-26
O=C(NNC1=Nc2ccccc2SC1)c1cccc([N+](=O)[O-])c1	-3	0.3	-5	-3	/	1	-4	-35	-6
O=C(N/N=C1/CC(c2ccccc2)Oc2ccccc21)C1CC1 (stereo unspecified)	4	0.0	13	4	0	2	16	-11	6
CCCCOC(=O)Cn1c(-c2ccccc2)nc2ccccc2c1=O	-14	0.0	-4	7	5	6	2[fluorescence artefact?]	37	1
NC(=O)c1cccnc1Oc1ccc(Cl)cc1	11	-1.7	5	8	/	6	0	-3	-10
Nc1nnc(N2CCc3ccccc32)s1	-6	1.6	4	6	2	2	-5	-44	2
N#CC(c1nc2ccccc2nc1N1CCOCC1)S(=O)(=O)c1ccccc1 (stereo unspecified)	-10	-0.5	-13	2	/	3	-1	-10	-15
O=C(CSc1nnc(COc2ccccc2)n1-c1ccccc1)c1ccccc1	3	0.0	-14	-7	2	10	-2	50	-1
CC1CCc2cc(F)ccc2N1C(=O)C12CCC(C)(C(=O)O1)C2(C)C (stereo unspecified)	4	-3.2	-8	-3	-5	4	2	-1	-12
